Screening results: PubChem, National Center for Advancing Translational Sciences (NCATS)
D1 antagonist: Antagonist of Human D 1 Dopamine Receptor: qHTS; hit rate 3.2% among 360,000; HEK293 TREx D1 cells, calcium flux, dopamine EC80; stronger effect = lower value; activity change, negative = inhibition, % at 10 µM; AID 504652, 2011; D(1A) dopamine receptor (Homo sapiens), P21728; in the data active = activity change below about -30%; also: % is scaled to controls: 0 for no effect and ±100 for the full control effect
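Calcium flux readout: force-coupled, inducible Hek293 Trex D1 line, cells induced overnight at 30 C with tetracycline, dye-loaded 30–90 min at RT. Antagonism scored against EC80 dopamine challenge given 180 s after compound.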
D1 ag: Allosteric Agonists of the Human D1 Dopamine Receptor: qHTS; hit rate 1% among 360,000; HEK293 T-REx D1 cells, calcium flux, agonist mode; D(1A) dopamine receptor (Homo sapiens), P21728; activation, % at 2 µM; in the data active = activation above about 30%; also: 0% is about no effect
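Tetracycline-induced HEK293 TREx D1 cells, force-coupled to calcium signalling, were dye-loaded with a no-wash calcium kit. Compound was pin-added after a 10 s baseline. Fluorescence was read kinetically at 1 cycle/s for 180 s, with calcium rises flagged as agonism.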
Vif-A3G inh: qHTS for Inhibitors of Vif-A3G Interactions: qHTS; hit rate 0.076% among 410,000; DNA dC->dU-editing enzyme APOBEC-3G (Homo sapiens), Q9HC16; Potency, µM (titrated, usually from 46.1 µM), inactives show top-dose activity, negative = active, actives largely listed as inhibitors; HeLa A3G-eYFP + Vif (tagged APOBEC3G with the HIV-1 protein that degrades it), YFP fluorescence, overnight;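 also: potency is read from the fitted curve at half-maximal effect; % is scaled to controls: 0 for no effect and ±100 for the full control effect; nearly all actives have a fitted effect of over 60% in size; hits raise eYFP signal because A3G escapes Vif-driven loss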
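HeLa cells stably expressing Vif and C-terminally eYFP-tagged A3G, seeded overnight at 37 deg C, then exposed to compound by pintool overnight at 37 deg C. Rise in yellow fluorescence (Ex 488/Em 500-530, Acumen) marks blocked Vif-driven A3G degradation.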
RXFP1 ag: qHTS Assay for Agonists of the Relaxin Receptor RXFP1; Relaxin receptor 1 (Homo sapiens), Q9HBX9; HEK293T-RXFP1 cAMP TR-FRET, 30 min; response scale: percent of porcine relaxin response, buffer zero; Potency, µM (top dose mostly 57.5 µM), for the others: top-dose activation, actives largely listed as activators; hit rate 0.3% among 370,000; AID 2676, 2010; also: potency is read from the fitted curve at half-maximal effect; % is scaled to controls: 0 for no effect and ±100 for the full control effect; nearly all actives have a fitted effect of over 60% in size; many of its hits are not listed in these tables
Target sequence (Q9HBX9 whole entry, looked up): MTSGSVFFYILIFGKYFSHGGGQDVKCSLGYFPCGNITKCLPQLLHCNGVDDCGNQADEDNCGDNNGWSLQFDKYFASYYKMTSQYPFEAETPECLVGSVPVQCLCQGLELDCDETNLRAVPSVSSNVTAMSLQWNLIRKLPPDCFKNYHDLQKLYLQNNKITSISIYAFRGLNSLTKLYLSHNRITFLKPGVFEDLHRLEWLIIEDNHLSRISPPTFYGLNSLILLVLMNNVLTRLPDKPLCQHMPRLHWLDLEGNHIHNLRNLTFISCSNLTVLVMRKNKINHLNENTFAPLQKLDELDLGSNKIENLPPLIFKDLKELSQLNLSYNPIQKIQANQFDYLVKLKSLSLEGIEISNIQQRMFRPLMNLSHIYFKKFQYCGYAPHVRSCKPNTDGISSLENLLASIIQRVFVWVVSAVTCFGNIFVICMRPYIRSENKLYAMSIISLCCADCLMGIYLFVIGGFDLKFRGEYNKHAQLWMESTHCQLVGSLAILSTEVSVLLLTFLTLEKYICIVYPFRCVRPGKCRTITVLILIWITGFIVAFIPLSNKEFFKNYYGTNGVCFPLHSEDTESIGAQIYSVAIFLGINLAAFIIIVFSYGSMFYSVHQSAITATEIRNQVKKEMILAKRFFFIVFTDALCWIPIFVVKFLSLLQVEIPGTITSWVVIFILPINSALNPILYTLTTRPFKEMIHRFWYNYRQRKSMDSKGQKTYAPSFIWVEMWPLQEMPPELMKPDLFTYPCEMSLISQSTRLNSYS
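cAMP rise read by TR-FRET after 30 min, 37C compound exposure (up to 58 uM) in RXFP1-transfected HEK293 cells with Ro 20174 present. EC50 from Hill-equation fits, with 29 nM porcine relaxin as 100% and buffer as basal.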
Glioma ERSR ind: qHTS for Inducers of the Endoplasmic Reticulum Stress Response (ERSR) in Human Glioma: qHTS. U87-MG GRP78 promoter luciferase reporter, 16 h. Potency, µM, for the others: at the top dose activation, hits mostly activators. hit rate 0.02% among 420,000; also: potency is read from the fitted curve at half-maximal effect; series mostly up to about 76 µM; % of control where 0% means no effect; nearly all actives have a fitted effect of over 35% in size
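Stably transfected U87-MG glioma cells carrying a GRP78-based luciferase sensor; 16 h compound incubation. Luminescence end-point read 10 min after Bright-Glo addition at room temperature.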
D2 potentiator: HTS Assay for Positive Allosteric Modulators of the Human D2 Dopamine Receptor: Primary Screen for Potentiators; potentiation, % at 10 µM; hit rate 0.34% among 340,000; D(2) dopamine receptor (Homo sapiens), P14416; AID 485347, 2010; HEK293 T-REx D2, calcium flux, EC20 dopamine potentiation;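 active = potentiation over 3 SD above the plate norm, cut at about 30% in these data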; also: 0% is about no effect
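Potentiation of an EC20 dopamine calcium response is measured in a force-coupled, tetracycline-inducible Hek293 Trex D2 line. Compound-only kinetic reads over 180 s flag agonists before dopamine addition.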
LDHA block: qHTS assay for inhibitors of human lactate dehydrogenase; L-lactate dehydrogenase A chain (Homo sapiens), P00338; purified LDHA, NADH/diaphorase-resazurin fluorescence; stronger effect = lower value; activity change, % (values are at about 110 or 230 µM); hit rate 0.15% among 480,000; in the data active = activity change below about -30%; inconclusive = mostly about -25% to -30%;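 also: plate controls were DMSO wells for no effect and wells without enzyme for full effect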
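Remaining NADH was detected by diaphorase (0.133 mg/mL) converting 37 µM resazurin to fluorescent resorufin, read at 0 and 20 minutes. The preceding 5-minute room-temperature reaction used 2 nM LDHA, 0.2 mM sodium pyruvate and 0.06 mM NADH at pH 7.4.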
D1 PAM: Potentiators of Human D1 Dopamine Receptor: qHTS; D(1A) dopamine receptor (Homo sapiens), P21728; HEK293 TREx D1 cells, calcium flux, dopamine EC20 potentiation; potentiation, % at 10 µM; hit rate 0.036% among 360,000; AID 504651, 2011; in the data active = potentiation above about 30%; also: 0% is about no effect
Vif-A3F inh: qHTS for Inhibitors of Vif-A3F Interactions: qHTS; hit rate 0.2% among 390,000; HeLa A3F-eYFP + Vif (tagged APOBEC3F with the HIV-1 protein that degrades it), YFP fluorescence increase; AID 602313, 2012; Potency, µM (top dose mostly 46.1 µM), without a hit: top-dose activity, negative = active; also: potency is read from the fitted curve at half-maximal effect; % of control where 0% means no effect; nearly all actives have a fitted effect of over 65% in size
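HeLa cells stably expressing Vif plus C-terminally eYFP-tagged A3F were seeded, incubated overnight at 37 deg C, dosed with compound, incubated overnight again at 37 deg C. Yellow fluorescence (Ex 488/Em 500-530) reported blocked Vif-mediated A3F-eYFP degradation.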
Starred values were filed as active, the others as inactive; ? = inconclusive; nt = no result given; & = joins results of further samples. Unless noted, calls follow the shape of the dose curve; as a rule, active = well fitted curve in the direction sought with a large enough effect; inconclusive = small, poorly fitted or top-dose-only effect, or another doubt; inactive = no such curve, though single readings can be large; an effect the other way counts as inactive or inconclusive. Only part of the results is shown; the hit share may differ from the screen's.

1) Cc1cccc(NC(=O)Cn2cnc3sc(C)c(S(=O)(=O)N4CCC(C)CC4)c3c2=O)n1
2) O=C(OCCN1C(=O)c2ccccc2C1=O)c1cc(S(=O)(=O)N2CCOCC2)ccc1F
3) NS(=O)(=O)c1ccc(NC(=O)/C=C/c2ccc(S(=O)(=O)NCc3ccco3)cc2)cc1
4) CCCSc1cc(N2CCOCC2)nc(-c2ccccc2Cl)n1
5) CN(C)c1ccc(N=Nc2cccc(F)c2)cc1
6) CCOC(=O)C1CCN(Cc2cc(=O)n3c(-c4ccccc4)csc3n2)CC1
7) O=C(NC1CCCN(c2ccc(C(F)(F)F)cn2)C1)c1ccncc1 (stereo not given)
8) Cc1ccc[n+](CC(=O)Nc2cc(C(F)(F)F)ccc2N2CCOCC2)c1
entry no. | 1 | 2 | 3 | 4 | 5 | 6 | 7 | 8
Glioma ERSR ind | -2% | -4% | -5% | -5% | -5% | -6% | -1% | -2%
LDHA block | -12 | -2 | -7 | 0 | -3 | -6 | 1 | -7
D1 PAM | 0 | -6 | -5 | -1 | -2 | -5 | 5 | -4
D1 ag | 1 | 0 | 5 | 3 | 2 | 0 | 1 | 2
Vif-A3G inh | 1% | 3% | 2% | 2% | -4% | 0% | 1% | 1%
Vif-A3F inh | -11% | 4% | 13% | -1% | 3% | -11% | -2% | -7%
D1 antagonist | 35 | -24 | -43* | 3 | -8 | 7 | -8 | 5
D2 potentiator | 22 | 13 | -14 | 6 | 5 | -11 | 0 | 6
RXFP1 ag | -1.4% | 9.1% | 6.6% | 2.0% | 0.2% | 4.9% | 4.0% | 0.8%

Whole records as entered above. Values in the order: Glioma ERSR ind | LDHA block | D1 PAM | D1 ag | Vif-A3G inh | Vif-A3F inh | D1 antagonist | D2 potentiator | RXFP1 ag
Listed for `CCCSc1cc(N2CCOCC2)nc(-c2ccccc2Cl)n1` → -5% | 0 | -1 | 3 | 2% | -1% | 3 | 6 | 2.0%
Listed for `O=C(OCCN1C(=O)c2ccccc2C1=O)c1cc(S(=O)(=O)N2CCOCC2)ccc1F` → -4% | -2 | -6 | 0 | 3% | 4% | -24 | 13 | 9.1%

Further results follow.
9) O=C(c1ccoc1)N1CCCC(CO)(CCCc2ccccc2)C1 (stereo not given)
10) CC(C)OCCCNC(=O)c1cc(S(=O)(=O)N2CCCCC2)c[nH]1
11) COc1cccc(C(N)=O)c1
12) CCCCCn1c(SCCc2ccccc2)nc2c1c(=O)[nH]c(=O)n2C
13) COc1ccc2cc(-c3nc4ccccc4n3C)c(=O)oc2c1
14) COc1ccc(C(=O)NC2CCCCCC2)cc1S(=O)(=O)Nc1ccc(Br)cc1
15) O=C(O)c1ccc(Nc2nc3ccccc3n3cnnc23)cc1
16) CCNC(=O)C1CCCN1S(=O)(=O)c1ccc(OC)cc1 (stereo not given)
entry no. | 9 | 10 | 11 | 12 | 13 | 14 | 15 | 16
Glioma ERSR ind | 3% | -5% | -1% | -7% | 4% | 0% | -1% | 1%
LDHA block | 1 | -1 | -4 | -7&-4 | 3 | -3 | -4 | -2
D1 PAM | 4 | 0 | nt | -4 | -5 | 6 | -2 | -3
D1 ag | -1 | 0 | nt | 6 | 0 | 5 | -1 | 1
Vif-A3G inh | 2% | -1% | 0% | 2% | -1% | -1% | -5% | -3%
Vif-A3F inh | 0% | -2% | 3% | -6% | -6% | 11% | -4% | 1%
D1 antagonist | 22 | 3 | nt | 9 | -11 | 6 | -5 | 3
D2 potentiator | -1 | -6 | nt | -6 | -19 | -7 | -18 | 1
RXFP1 ag | -0.7% | -1.2% | nt | 3.1% | 21% | -0.2% | 14% | 3.3%

17) COc1cc(Cl)c(C)cc1NC(=O)CCCN1C(=O)C(c2ccccc2)Oc2cccnc21 (stereo not given)
18) Cc1ccc(C(C)C)c(OCC(=O)NS(=O)(=O)c2ccc(Cl)cc2)c1
19) Cc1nn(C(C)C(=O)NCCc2ccccc2)c(=O)c2cc3occc3n12 (stereo not given)
20) COC(=O)C1=C(C)NC(=O)CC1c1ccc(C(=O)OC)cc1 (stereo not given)
21) COC(=O)CN1C(=O)[C@H]2[C@@H](c3ccc(C)o3)N3C(=O)CN(Cc4ccccn4)C(=O)[C@@]3(Cc3ccccc3)[C@H]2C1=O
22) Cc1nc(-c2ccccc2)sc1C1(C)CC(c2ccccc2F)=NO1 (stereo not given)
23) CCSc1nnnn1-c1ccccc1
24) C=C(C)Cn1c(CNC(C)=O)nc2ccccc21
entry no. | 17 | 18 | 19 | 20 | 21 | 22 | 23 | 24
Glioma ERSR ind | -3% | -2% | -7% | -2% | -2% | 5% | 0% | -7%
LDHA block | -6 | -10 | -7 | -3 | 0 | 0 | -5 | -1
D1 PAM | -7 | -5 | -6 | 1 | -3 | nt | 0 | 2
D1 ag | 5 | 1 | -1 | 2 | 3 | nt | 0 | 1
Vif-A3G inh | 2% | 5% | 4% | 0% | 6% | 6% | 0% | -5%
Vif-A3F inh | -7% | 2% | 2% | 11% | 3% | 1% | 1% | -3%
D1 antagonist | -13 | -14 | -4 | 1 | 2 | nt | 2 | -10
D2 potentiator | -6 | -2 | 5 | 1 | 2 | nt | 12 | -5
RXFP1 ag | -1.2% | -0.2% | 13% | -0.5% | 1.4% | nt | -1.3% | -0.1%

Reprinted from the part before: 2 compounds, then new ones.
23) CCSc1nnnn1-c1ccccc1
24) C=C(C)Cn1c(CNC(C)=O)nc2ccccc21
25) O=C(COC(=O)CCC(=O)c1cccs1)Nc1ccccc1C(F)(F)F
26) CCc1ccc2oc(=O)cc(CN3CCC(C)CC3)c2c1
27) N#Cc1ccccc1NC(=O)CSc1nnc(-c2ccccc2)n1-c1ccccc1
28) O=C(NCCCNC(=O)c1ccc(F)cc1)c1ccc(F)cc1
29) CSC1=N/C(=C\c2ccc(C)cc2)C(=O)S1
30) C(=C\c1ccc2ccccc2n1)/c1ccccc1
31) O=C(NCCCN1CCCC1=O)C(=O)NCC1OCCCN1S(=O)(=O)c1cc(F)ccc1F (stereo not given)
32) Cc1cc(Br)cc(C)c1NC(=S)NC(=O)CC(C)C
entry no. | 23 | 24 | 25 | 26 | 27 | 28 | 29 | 30 | 31 | 32
Glioma ERSR ind | 0% | -7% | -4% | -1% | -2% | -1% | 0% | -9%&-3% | -2% | -4%
LDHA block | -5 | -1 | -9 | 3 | 0 | -3 | 1 | -3&-22 | 1 | -4
D1 PAM | 0 | 2 | nt | 6 | -11 | -3 | 0 | 5 | -1 | -3
D1 ag | 0 | 1 | nt | 3 | 0 | -2 | 2 | 3 | 1 | 0
Vif-A3G inh | 0% | -5% | 0% | -5% | -7% | 1% | 2% | ? | 0% | 3%
Vif-A3F inh | 1% | -3% | 4% | nt | -15% | -20% | -1% | -11% | 11% | -8%
D1 antagonist | 2 | -10 | nt | 23 | -28 | 29 | 3 | 42 | 10 | nt
D2 potentiator | 12 | -5 | nt | 5 | nt | -10 | 9 | -14 | -2 | 13
RXFP1 ag | -1.3% | -0.1% | nt | 2.4% | 0.0% | -0.7% | 1.8% | -3.4% | -3.4% | 3.7%

33) O=C(O)c1ccc(CNCc2ccc(Cl)cc2)cc1
34) CN(C)c1ccc(C2OC(=O)C(C)(C)C(=O)C2(C)C)cc1 (stereo not given)
35) Cc1ccccc1C(=O)NCC(=O)NNC(=O)c1cccc(Cl)c1
36) Cc1cc(C)n(CCC(=O)N=Nc2c(O)[nH]c3ccccc23)n1
37) Cc1ccc(CNC(=O)c2cc3c(-c4ccc(Cl)cc4)nn(C)c3s2)o1
38) Cn1cc(/C=C2\SC(=S)N(N3CCOCC3)C2=O)c2ccccc21
39) CN(CCOc1ccccc1)CC(=O)Nc1ccc([N+](=O)[O-])cc1Cl
40) Cc1ccn2c(=O)cc(COc3ccc(NC(=O)C(C)(C)C)cc3)nc2c1
41) Cc1ccc2nc(-c3ccc(SCC(=O)N4CCc5ccccc54)nc3)[nH]c2c1
42) Cc1cccc(NC(=O)C2CCN(S(=O)(=O)c3cccs3)CC2)c1
entry no. | 33 | 34 | 35 | 36 | 37 | 38 | 39 | 40 | 41 | 42
Glioma ERSR ind | -5% | 2% | 0% | -2% | 2% | -10% | -1% | -4% | 3% | -1%
LDHA block | -1 | -5 | -1 | -1 | -4 | -3 | -5 | -2 | 2 | -4
D1 PAM | -4 | -1 | -10 | 3 | -7 | -4 | -12 | 3 | -7 | -10
D1 ag | 2 | 3 | 0 | -1 | 3 | 3 | 9 | 2 | 4 | 4
Vif-A3G inh | 0% | -2% | 2% | -8% | -1% | -7% | -4% | 5% | -5% | -4%
Vif-A3F inh | 8% | -10% | 0% | -3% | 2% | 4% | -2% | 5% | -9% | -5%
D1 antagonist | 5 | 3 | -21 | 3 | -6 | 16 | -2 | -3 | -20 | 3
D2 potentiator | -14 | -1 | 14 | -2 | -13 | 1 | 1 | 6 | -12 | -15
RXFP1 ag | 0.9% | 2.2% | -2.8% | 4.0% | -0.5% | 0.8% | 3.7% | 12% | -0.2% | 1.6%
